bIAP inh: blocks bovine intestinal alkaline phosphatase activity; purified bovine IAP, CDP-star luminescence, 30 min; inhibition, % at 20 µM; 190,000 tested, under 10 active;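 active means over 50% inhibition of intestinal alkaline phosphatase at 20 µM in the single-dose screen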
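Incubation: 30 min reaction at room temperature / Material: purified bovine intestinal alkaline phosphatase (IAP) enzyme / Input: enzyme at 1/65,000,000 dilution / Dosing: 20 µM single dose / Signal: CDP-star luminescence signal / Reagent: CDP-star chemiluminescent phosphatase substrate, 30 µM final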
PPARg SRC2 recr: PPARgamma-driven SRC-2 recruitment agonism; P37231; PPARgamma LBD-SRC-2 recruitment, biochemical; activation, % at 8 µM; hit rate 0.34% among 200,000; AID 1032; in the data active means activation above about 22%;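 further: 0% = vehicle and 100% = reference agonist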
PPARg SRC-1 ag: promotes SRC-1 coactivator recruitment by human PPARgamma; activation, % at 8 µM; PPARgamma-SRC-1 coactivator recruitment biochemical assay; P37231; AID 631; hit rate 0.41% among 200,000; in the data active means activation above about 19%;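 further: 0% = DMSO and 100% = reference agonist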
STAT3 blocker: inhibitors of IL-6 induced STAT3 signaling | AID 862 | inhibition, % at 5.5 µM | hit rate 0.89% among 190,000 | U3A cells, IL-6 STAT3-luciferase reporter, luminescence; host cell line lacks STAT1;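 active means inhibition above the mean inhibition across all screened compounds plus 3 SD, cut at about 44% in these data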;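 further: 0% = DMSO only wells and 100% = 100 µM nifuroxazide control wells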
PPARg SRC3 recr: agonists of human PPARgamma SRC-3 coactivator recruitment; P37231; biochemical PPARgamma/SRC-3 coactivator recruitment assay; activation, % at 8 µM; hit rate 0.26% among 200,000; in the data active means activation above about 23%;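 further: 0% = DMSO and 100% = reference agonist; some compounds past the cut are filed as inactive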
SRC2 TRFRET art: flags TR-FRET format artefacts in PPARgamma SRC-2 recruitment agonist screen; hit rate 0.4% among 200,000; AID 1049; TR-FRET ratio at 8 µM; TR-FRET artefact counter-screen; active compounds read high; in the data active means TR-FRET ratio above about 2000; further: inactives centre near 1500
TNAP act hiacc: TNAP (human) activation, high acceptor | P05186 | purified TNAP, CDP-star luminescence, 1 M DEA, 30 min; active compounds read high; 0 = EDTA background, 1 = DMSO-only activity | activation factor at 20 µM | 200,000 tested, under 10 active | AID 1136;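 active means activation factor at least 2 at 20 µM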
Target sequence (P05186 whole entry, looked up): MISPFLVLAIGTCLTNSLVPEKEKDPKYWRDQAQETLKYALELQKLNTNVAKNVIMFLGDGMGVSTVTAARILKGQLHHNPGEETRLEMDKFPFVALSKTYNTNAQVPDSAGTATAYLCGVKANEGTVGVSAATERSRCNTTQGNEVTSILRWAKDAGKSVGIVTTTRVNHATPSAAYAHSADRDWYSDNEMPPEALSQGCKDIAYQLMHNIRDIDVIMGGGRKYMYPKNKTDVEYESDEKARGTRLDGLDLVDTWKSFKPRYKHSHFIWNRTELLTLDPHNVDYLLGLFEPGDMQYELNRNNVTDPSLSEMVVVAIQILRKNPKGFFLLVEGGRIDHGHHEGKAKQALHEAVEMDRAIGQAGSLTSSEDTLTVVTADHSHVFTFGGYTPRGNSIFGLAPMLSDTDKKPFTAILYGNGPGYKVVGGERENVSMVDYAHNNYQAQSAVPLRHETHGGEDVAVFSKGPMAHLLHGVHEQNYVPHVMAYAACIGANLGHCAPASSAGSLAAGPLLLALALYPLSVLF
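Control set: EDTA negative control, DMSO positive control / Assay system: human TNAP / Quantity: TNAP 1/800 final / Evaluation: TNAP activation factor scaled between EDTA and DMSO control wells / Measured by: luminescent substrate turnover signal / Compound dosing: one dose, 20 µM / Times: 30 min enzyme reaction at room temperature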
STAT3 act: increases IL-6 driven STAT3 reporter signal; activation (% of control), % at 5.6 µM; U3A cells, IL-6 STAT3-luciferase reporter, luminescence; 100% = signal with IL-6 EC80 alone; AID 871; hit rate 0.91% among 190,000;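 active means activation above the screen-wide mean of compound activation plus 3 SD, cut at about 130% in these data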;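 further: 0% = background luminescence of wells with medium and substrate only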
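Material: STAT3-luciferase reporter U3A cells. Controls: IL-6-treated wells, 100% activation. Read-out: % activation versus median of IL-6-stimulated wells. Probe or stimulus: IL-6 stimulus at 33 ng/mL final. Timing: compound 1 h, then IL-6 6 h at 37 °C. Signal: reporter luminescence signal.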
ROMK primary: modulates human ROMK potassium channel activity; Tet-inducible ROMK, thallium flux fluorescence; actives lie on both sides; B-score at 10 µM; hit rate 2% among 130,000; AID 1918;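 active means signal ratio slope over the read window, or its plate-corrected B-score, at least 3 SD from the plate mean, either direction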;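 further: B-score of the F/F0 ratio slope over 7 to 12 s after thallium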
Target sequence (P48048 whole entry, looked up): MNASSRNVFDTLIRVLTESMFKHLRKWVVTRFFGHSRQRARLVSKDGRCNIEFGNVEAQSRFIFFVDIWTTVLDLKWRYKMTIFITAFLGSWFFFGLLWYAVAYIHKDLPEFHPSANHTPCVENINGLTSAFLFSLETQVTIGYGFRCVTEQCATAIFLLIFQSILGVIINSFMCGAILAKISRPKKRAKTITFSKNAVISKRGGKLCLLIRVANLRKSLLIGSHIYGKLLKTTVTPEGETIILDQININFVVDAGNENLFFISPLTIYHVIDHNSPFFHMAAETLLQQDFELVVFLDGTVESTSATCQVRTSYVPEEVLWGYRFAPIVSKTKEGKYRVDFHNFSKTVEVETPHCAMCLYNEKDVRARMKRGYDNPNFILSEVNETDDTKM
STAT1 inh: reduces IFN-gamma driven STAT1 reporter signal | NIH 3T3 STAT1-luciferase reporter, luminescence | inhibition, % at 5.5 µM | hit rate 0.35% among 200,000;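 active means inhibition above a set limit, the mean inhibition across all tested compounds plus 3 SD, cut at about 34% in these data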;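 further: 0% = IFN-gamma with DMSO and 100% = IFN-gamma with 300 µM nifuroxazide; values of inactives mirror those of a sister screen read the other way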
bIAP act: increases bovine intestinal alkaline phosphatase activity; purified bovine IAP, CDP-star luminescence, 30 min; active compounds read high; fold of DMSO-control signal, blank-subtracted; hit rate 0.17% among 200,000; AID 1016; activation factor at 20 µM;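 active means activation factor of 2 or more at 20 µM, a signal rise over negative controls twice the positive control's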
Active calls of the source: *; . = not tested or not shown; & = joins results of further samples. The order is random; about 3.7% have a hit in one of these screens.

SMILES	bIAP inh	PPARg SRC2 recr	PPARg SRC-1 ag	STAT3 blocker	PPARg SRC3 recr	SRC2 TRFRET art	TNAP act hiacc	STAT3 act	ROMK primary	STAT1 inh	bIAP act
C/C(=C\c1ccccc1)C(=O)Nc1ccc(S(=O)(=O)Nc2ncccn2)cc1	-1	1	-5	3	2	1605	0.9	102	0.12	5	1
CC(C)OC(=O)c1cc(-c2ccc(C=O)o2)ccc1Cl	1	7	3	-6	4	1465	0.9	106	0.29	-4	1
O=C(CCN1CCc2ccccc2C(c2ccccc2)C1)c1ccc2c(c1)OCCO2 (centres undefined)	8	9	5	9	3	1531	1	97	-1.3	6	0.9
Cc1ccc(C(=O)C(OC(=O)c2c(C)cc(=O)oc2C)c2ccccc2)cc1 (centres undefined)	2	7	0	-5	4	1577	1	106	-0.049	-13	1
c1ccc2c(c1)CCN(c1nc(CN3CCOCC3)nc3sc4c(c13)CCCC4)C2	12	6	6	6	1	1579	1.1	95	.	12	0.9
O=C(/C=C/c1cccc([N+](=O)[O-])c1)NCCN1C(=O)S/C(=C\c2cccnc2)C1=O	-8	-6	6	4	2	1514	1	99	1.9	-6	1.1
CCc1[nH]nc2c1C1(CCOC1C)C(C#N)=C(N)O2 (centres undefined)	4	-10	-3	0	-12	1481	1.1	102	.	-7	1
Cc1cc(N2CCCC2)ccc1/C=N/n1cnnc1	-5	10	12	19	12	1523	1	85	2.1	10	1.1
CC(C)n1c(Sc2nccn2C)nc2c1c(=O)n(C)c(=O)n2C	8	6	6	3	5	1585	1	99	-0.012	25	0.9
COc1ccc(C)cc1NC(=O)CC(O)(C(F)(F)F)C(F)(F)F	6	4	5	-6	7	1443	1	105	1	3	0.9
CC1CCN(CC(=O)N2CC(=O)Nc3ccccc32)CC1	5	6	4	-2	-8	1365	1	103	.	3	1
CCCc1nc(SCc2ccc(Cl)cc2Cl)n[nH]1	4	12	-6	16	4	1555	1	90	-1.2	-3	1
COc1ccc(CCNc2nc(=O)[nH]nc2C)cc1OC	3	-5	-4	5	-2	1398	1.1	100	0.69	9	1
CCC(Sc1nc2sc(C(=O)OC)c(C)c2c(=O)n1N)C(=O)N(CC)CC (centres undefined)	7	-6	3	13	-10	1508	1	92	-0.85	-7	0.9
CCOC(=O)c1c(NC(=O)Cc2cccs2)sc(C(=O)N2CCCCC2)c1C	11	-2	-7	-9	-5	1400	1	112	.	5	0.9
O=C(Nc1ccc(F)cc1)c1nc[nH]c1C(=O)Nc1ccccc1[N+](=O)[O-]	.	2	-4	1	0	1459	1	101	.	-6	0.4
O=c1oc(Nc2ccccc2F)nc2ccccc12	7	13	0	3	11	1630	1	107	.	-17	0.9
O=C(O)c1cc(CN2CCOCC2)oc1-c1ccccc1	4	-4	1	1	1	1420	1	101	.	-1	1
COC(=O)c1cc2sc(Cl)cc2n1CC(=O)NCCC(C)C	4	9	-2	3	3	1537	1	102	-0.37	1	1
Cc1cc(-c2ccco2)c(C#N)c2nc3ccccc3n12	-22	8	6	8	2	1848	1	97	-0.045	-22	1.2
O=C(CSc1nc2[nH]ncc2c(=O)n1-c1ccccc1)NCCc1ccccc1	-26	2	11	0	-5	1424	1	101	0.2	-2	1.3
COc1cccc(CNC(=O)CCC2CCCN(C(=O)c3ccoc3)C2)c1 (centres undefined)	3	9	-3	5	6	1837	1	100	0.55	-2	1
Cc1cc(C)n(CC(=O)N/N=C/c2cccs2)n1	-1	4	7	0	7	1637	1.1	100	0.29	-14	1
O=S(=O)(c1ccc(Br)cc1Cl)N1CCN(CCO)CC1	12	4	2	5	8	1642	1.1	97	0.41	6	0.9

Given with bars between the fields: part of the list above
SMILES | bIAP inh | PPARg SRC2 recr | PPARg SRC-1 ag | STAT3 blocker | PPARg SRC3 recr | SRC2 TRFRET art | TNAP act hiacc | STAT3 act | ROMK primary | STAT1 inh | bIAP act
COc1ccc(CCNc2nc(=O)[nH]nc2C)cc1OC | 3 | -5 | -4 | 5 | -2 | 1398 | 1.1 | 100 | 0.69 | 9 | 1
CCC(Sc1nc2sc(C(=O)OC)c(C)c2c(=O)n1N)C(=O)N(CC)CC (centres undefined) | 7 | -6 | 3 | 13 | -10 | 1508 | 1 | 92 | -0.85 | -7 | 0.9

The list goes on:
SMILES	bIAP inh	PPARg SRC2 recr	PPARg SRC-1 ag	STAT3 blocker	PPARg SRC3 recr	SRC2 TRFRET art	TNAP act hiacc	STAT3 act	ROMK primary	STAT1 inh	bIAP act
O=C(NC1CCCC1)c1ccc(CNc2c(N3CCOCC3)c(=O)c2=O)cc1	-3	-4	2	6	4	1428	1	102	.	-6	1
COc1ccc(C(=O)O)cc1S(=O)(=O)Nc1cccc(C(F)(F)F)c1	2	3	-4	12	1	1595	1.1	94	0.13	-3	1
O=c1c2ccsc2ncn1Cc1cccc(C(F)(F)F)c1	12	9	1	16	-3	1448	1	95	.	0	0.9
COc1ccc(-c2csc(/C(C#N)=C/Nc3cc4oc5ccccc5c4cc3OC)n2)cc1	22	6	16	14	2	1623	1	97	-2	-7	0.8
COC(=O)c1sc2nc3c(c(-c4cccs4)c2c1N)CCCC3	5	3	5	21	3	1789	1	85	0.078	-6	1
Nc1ccn([C@H]2CC[C@@H](CO)O2)c(=O)n1	-7&2	0&5	-9&7	-2	-3&2	1492&1728	1.1&1	103	-0.061	8	1.1&1
COC(=O)CCn1nc(-c2ccc(C)cc2)c2ccccc2c1=O	9	1	4	8	6	1640	1.1	94	-0.37	1	0.9
CCS(=O)(=O)NC(C)C(c1cccs1)N1CCN(c2ccc(F)cc2)CC1 (centres undefined)	-2	-9	0	19	-3	1592	1	91	.	8	1
CCCCC(CC(O)COCCC)c1n[nH]c(=S)n1-c1ccccc1 (centres undefined)	44	9	11	10	5	1688	1	93	-0.75	4	0.6
COC(=O)c1ccc(COc2nc(C)cc(C)c2C#N)o1	22	1	4	26	10	1500	1.1	81	.	-2	0.8
COc1cc(C(=O)N/N=C/c2sc(=O)n(-c3ccccc3)c2Cl)cc(OC)c1OC	13	7	13	15	4	1492	1	90	-0.016	-1	0.9
COc1ccccc1/C=N/N(C(C)=O)c1nc(-c2ccc(F)cc2)cs1	3	8	0	-110	5	1705	1	194*	.	-21	1
Cc1nc(C)c(C(=O)N(c2ccc(C)c(C)c2)C(C(=O)NCc2ccco2)c2ccccc2)s1 (centres undefined)	-18	5	6	12	-3	1578	1	93	.	7	1.2
Cc1ccccc1CNC(=O)CCc1ccccc1	-9	8	9	2	2	1491	1	102	0.09	-8	1.1
COc1ccc(C(=O)c2ccccc2)cc1	-1	2	-5	0	2	1683	1	105	-0.068	-10	1
O=C(CSc1nnc(-c2cccnc2)o1)OC1CCCCC1	11	9	4	1	4	1488	1.1	101	.	3	0.9
O=C(Nc1cccnc1)c1cc(F)c(F)cc1Cl	10	1	-2	8	-2	1527	1.1	98	0.61	0	0.9
CS(=O)(=O)Nc1ccc(C2=NN(S(=O)(=O)c3ccccc3)C(c3cccs3)C2)cc1 (centres undefined)	-6	-4	2	24	-2	1427	1	86	-1.9	5	1.1
CC1CCN(c2ccc(C(=O)OCC(=O)NCCN3C(=O)CSC3=O)cc2[N+](=O)[O-])CC1	-3	8	-4	1	5	1552	1	103	-0.074	-5	1

Among those listed so far, these have an aryl methoxy group:
SMILES	bIAP inh	PPARg SRC2 recr	PPARg SRC-1 ag	STAT3 blocker	PPARg SRC3 recr	SRC2 TRFRET art	TNAP act hiacc	STAT3 act	ROMK primary	STAT1 inh	bIAP act
COc1ccc(C)cc1NC(=O)CC(O)(C(F)(F)F)C(F)(F)F	6	4	5	-6	7	1443	1	105	1	3	0.9
COc1ccc(CCNc2nc(=O)[nH]nc2C)cc1OC	3	-5	-4	5	-2	1398	1.1	100	0.69	9	1
COc1cccc(CNC(=O)CCC2CCCN(C(=O)c3ccoc3)C2)c1 (centres undefined)	3	9	-3	5	6	1837	1	100	0.55	-2	1
COc1ccc(C(=O)O)cc1S(=O)(=O)Nc1cccc(C(F)(F)F)c1	2	3	-4	12	1	1595	1.1	94	0.13	-3	1
COc1ccc(-c2csc(/C(C#N)=C/Nc3cc4oc5ccccc5c4cc3OC)n2)cc1	22	6	16	14	2	1623	1	97	-2	-7	0.8
COc1cc(C(=O)N/N=C/c2sc(=O)n(-c3ccccc3)c2Cl)cc(OC)c1OC	13	7	13	15	4	1492	1	90	-0.016	-1	0.9
COc1ccccc1/C=N/N(C(C)=O)c1nc(-c2ccc(F)cc2)cs1	3	8	0	-110	5	1705	1	194*	.	-21	1
COc1ccc(C(=O)c2ccccc2)cc1	-1	2	-5	0	2	1683	1	105	-0.068	-10	1
